Screens as filed in PubChem BioAssay.
NPYLR7 agonist – agonists of mosquito NPYLR7 receptor, primary screen, cell-based, Aedes aegypti, calcium fluorescence, mosquito biting behavior. Aedes aegypti neuropeptide Y-like receptor 7 (NPYLR7). HEK293T NPYLR7/Galpha15, GCaMP6s calcium fluorescence. activation, % at 10 µM. 0.15% of 270,000 active. AID 1259423, 2018; in the data active = activation above about 40%;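 also: 0% = vehicle and 100% = reference agonist at the receptor; some compounds past the cut are filed as inactive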
mcGAS lum – cyclic GMP-AMP synthase inhibitors, mouse, primary biochemical chemiluminescence. Q8C6L5. recombinant cGAS, Kinase-Glo ATP depletion luminescence. inhibition, % at 12.5 µM. 0.15% of 160,000 active. AID 1259399, 2018;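 also: 0% = negative control wells and 100% = reference inhibitor with no enzyme activity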
hcGAS inh – Primary biochemical luminescence assay for human cyclic GMP-AMP synthase inhibitors; recombinant h-cGAS, ATP depletion, Kinase-Glo luminescence; 0.081% of 290,000 active; AID 1259398, 2018; inhibition, % at 12.5 µM;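 also: 0% = vehicle reaction and 100% = reaction without DNA for no activity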
Target sequence (Q8N884 whole entry, looked up): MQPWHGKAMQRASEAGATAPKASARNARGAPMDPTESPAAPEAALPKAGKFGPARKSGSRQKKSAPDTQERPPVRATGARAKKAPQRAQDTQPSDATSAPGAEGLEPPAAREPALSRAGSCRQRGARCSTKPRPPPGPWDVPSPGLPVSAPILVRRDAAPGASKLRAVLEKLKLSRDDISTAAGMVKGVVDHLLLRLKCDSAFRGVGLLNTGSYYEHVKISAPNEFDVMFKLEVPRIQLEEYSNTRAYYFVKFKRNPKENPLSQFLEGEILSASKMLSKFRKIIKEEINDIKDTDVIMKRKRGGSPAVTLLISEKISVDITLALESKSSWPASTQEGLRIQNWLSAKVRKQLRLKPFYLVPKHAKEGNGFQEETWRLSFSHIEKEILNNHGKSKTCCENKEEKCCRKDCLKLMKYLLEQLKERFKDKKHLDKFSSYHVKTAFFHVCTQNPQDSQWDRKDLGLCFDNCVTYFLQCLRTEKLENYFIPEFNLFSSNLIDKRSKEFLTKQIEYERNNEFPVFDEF
* marks the source's active call; other numbers are inactive results; & = joins results of further samples. Rule as the data show it, unless noted: active = inhibition above about 40%; inactive = the rest.

How did CCc1noc(C)c1C(=O)Nc1cc(F)ccc1N1CCCCC1 do in these assays?
NPYLR7 agonist: -2; hcGAS inh: -7

Results for CCOC(=O)N1CCN(/C=C(\C#N)C(=O)NCCc2ccccc2)CC1 ?
NPYLR7 agonist: 8; hcGAS inh: -4

What do the screens show for `Cn1c(-c2ccc3nc(N)sc3c2)nc2cc(N)ccc21`?
NPYLR7 agonist: 2; hcGAS inh: -5

Results for Cc1cc(C)c(C)c(OCCC(=O)N2CCCN(C(N)=O)CC2)c1 ?
NPYLR7 agonist: -15; hcGAS inh: 4

What do the screens show for `Cc1ccc2nc(C)c(NC(=O)c3ccc(C(F)(F)F)cc3)c(=O)n2c1`?
NPYLR7 agonist: 7; hcGAS inh: -14

How did COC(=O)Cn1c(=O)c2c(nc3n(-c4ccc(C(F)(F)F)cc4)c(C)cn23)n(C)c1=O do in these assays?
NPYLR7 agonist: 2; mcGAS lum: -8; hcGAS inh: -3

Results for N=C(N)SCc1ccc(CSC(=N)N)cc1 ?
NPYLR7 agonist: -1; mcGAS lum: -9; hcGAS inh: -11

What do the screens show for `Cc1cc2c(c(=O)o1)C(c1cccnc1)C(C#N)C(=N)O2` (stereo not drawn)?
NPYLR7 agonist: 12; mcGAS lum: -5; hcGAS inh: -3

How did Cc1cccc2sc(N(CCN(C)C)C(=O)c3ccc(Br)s3)nc12 do in these assays?
NPYLR7 agonist: -7; mcGAS lum: -1; hcGAS inh: 1

How did Cc1oc2c(c(C)cc3o/c(=N\O)c4c(c32)CCC4)c1C do in these assays?
NPYLR7 agonist: -8; hcGAS inh: 2

Arranged by molar mass (low to high): part of the list above.
Results for N=C(N)SCc1ccc(CSC(=N)N)cc1 ?
NPYLR7 agonist: -1; mcGAS lum: -9; hcGAS inh: -11

How did Cc1oc2c(c(C)cc3o/c(=N\O)c4c(c32)CCC4)c1C do in these assays?
NPYLR7 agonist: -8; hcGAS inh: 2

How did Cc1cccc2sc(N(CCN(C)C)C(=O)c3ccc(Br)s3)nc12 do in these assays?
NPYLR7 agonist: -7; mcGAS lum: -1; hcGAS inh: 1

How did COC(=O)Cn1c(=O)c2c(nc3n(-c4ccc(C(F)(F)F)cc4)c(C)cn23)n(C)c1=O do in these assays?
NPYLR7 agonist: 2; mcGAS lum: -8; hcGAS inh: -3

The listing continues:
Results for O=c1[nH]c(=S)[nH]nc1-c1ccc2c(c1)OCCO2 ?
NPYLR7 agonist: -3; hcGAS inh: 17

What do the screens show for `Cc1nc(Nc2ccc(NC(=O)Cc3ccccc3)cc2)cc(-n2ccnc2)n1`?
NPYLR7 agonist: -16; mcGAS lum: -10; hcGAS inh: -8

How did CC(=O)N1CCN(Cc2cccc(N)n2)CC1 do in these assays?
NPYLR7 agonist: 2; hcGAS inh: -4

How did Cc1noc(C)c1CNc1cc2c(cc1F)CCC(=O)N2 do in these assays?
NPYLR7 agonist: -1; mcGAS lum: -6; hcGAS inh: -5

How did Nc1ncnc2c1ncn2CCN1CCOCC1 do in these assays?
NPYLR7 agonist: 9; hcGAS inh: -2

What do the screens show for `O=C1CC2(CCN(C(=O)c3cccc(-c4ccccc4F)c3)CC2)CN1`?
mcGAS lum: -10; hcGAS inh: -2

Results for CC1CCC(=O)N1c1ccc(NS(=O)(=O)NCc2ccccc2)cc1 (stereo not drawn) ?
NPYLR7 agonist: 1; hcGAS inh: -4

What do the screens show for `Cc1csc2ncc(C(=O)N(Cc3ccccc3)c3ccccc3)c(=O)n12`?
NPYLR7 agonist: 8; mcGAS lum: -7; hcGAS inh: -5

Results for O=C(NCCNC(=O)[C@H]1CCCN1C(=O)/C=C/c1ccccc1)c1ccc(F)cc1 ?
NPYLR7 agonist: -13; mcGAS lum: 1; hcGAS inh: -3

How did Cc1c(NC(=O)CSCc2ccccc2Cl)c(=O)n(-c2ccccc2)n1C do in these assays?
NPYLR7 agonist: 0; mcGAS lum: -1; hcGAS inh: 1

Results for COC(=O)c1cccc(C(=O)NC2CCCN(C3CCCCCC3)C2)c1 (stereo not drawn) ?
NPYLR7 agonist: 15; hcGAS inh: -4

How did COc1ccccc1C1CCCN1C(=O)CSc1ccc2nnc(-c3cccnc3)n2n1 (stereo not drawn) do in these assays?
NPYLR7 agonist: -5; mcGAS lum: -3; hcGAS inh: 2

Results for c1n[nH]c(SCCCCSc2ncn[nH]2)n1 ?
NPYLR7 agonist: 3; hcGAS inh: -11

What do the screens show for `CCOc1ccc(C(=O)Nn2cnc3c(cnn3-c3ccc(C)c(C)c3)c2=O)cc1`?
NPYLR7 agonist: 3; hcGAS inh: -6

How did Cc1ccc(S(=O)(=O)n2nc(C)c(S(=O)(=O)N3CCCC(C)C3)c2C)cc1C (stereo not drawn) do in these assays?
NPYLR7 agonist: 1; hcGAS inh: -9

What do the screens show for `O=C(COc1ccc(Cl)cc1)N=Nc1c(O)[nH]c2ccccc12`?
NPYLR7 agonist: -3; hcGAS inh: 0

What do the screens show for `Cn1cc(NC(=O)c2cccc(CN3CCCC(O)C3)c2)cn1` (stereo not drawn)?
NPYLR7 agonist: 0; hcGAS inh: -6

Results for CC(C)N(CC1CC1)C(=O)C[C@@H]1C[C@@H]2C=C[C@H]1C2 ?
NPYLR7 agonist: -4; hcGAS inh: -4

What do the screens show for `O=C(/C=C(/c1ccccc1)C(F)(F)F)c1cccs1`?
NPYLR7 agonist: -1; hcGAS inh: -5

Results for O=C(Nc1cccc(C2SCC(=O)N2c2ccc(C(F)(F)F)cc2)c1)c1cccs1 (stereo not drawn) ?
NPYLR7 agonist: -13; mcGAS lum: 0; hcGAS inh: -2

How did CC(=O)Nc1cccc(NCC(=O)Nc2ccc(C#N)cc2)c1C do in these assays?
NPYLR7 agonist: 6; mcGAS lum: -3; hcGAS inh: -3

What do the screens show for `COc1ccc(-n2nc(C#N)c(C)c(C(=O)O)c2=O)cc1`?
NPYLR7 agonist: 3; hcGAS inh: -7

Results for C#CCCOC(=O)c1ccncn1 ?
NPYLR7 agonist: 4; hcGAS inh: 2

What do the screens show for `Cc1ccc(-n2c(=O)[nH]c3c(C(=O)Nc4cccc(C)c4)cn(C)c3c2=O)cc1`?
NPYLR7 agonist: 14; hcGAS inh: -2

What do the screens show for `COC(=O)CC1CN(C(=O)Cc2csc(-c3ccccc3)n2)CCO1` (stereo not drawn)?
NPYLR7 agonist: 1; mcGAS lum: -9; hcGAS inh: -7

What do the screens show for `O=C(NCc1ccc2c3c(cccc13)C(=O)N2)c1ccc(Br)cc1`?
NPYLR7 agonist: -4; hcGAS inh: -3

How did Cc1sc2ncnc(N3C[C@@H]4[C@H](C3)[C@H]3CC[C@@H]4O3)c2c1C do in these assays?
NPYLR7 agonist: -1; hcGAS inh: -3

What do the screens show for `COc1ccc(-n2ccnc(SCc3ccccc3)c2=O)cc1Cl`?
NPYLR7 agonist: 3; mcGAS lum: -6; hcGAS inh: -6

What do the screens show for `CCn1cnnc1C(C)NC(=O)c1ccc2c(c1)nnn2C` (stereo not drawn)?
NPYLR7 agonist: 0; hcGAS inh: 1

What do the screens show for `C=C(C)C1CC=C(C(=O)O)CC1` (stereo not drawn)?
NPYLR7 agonist: 2; mcGAS lum: -3; hcGAS inh: 6

How did N#CC1C(=O)NC(=O)C(C(=O)S)C12CCCCC2 (stereo not drawn) do in these assays?
NPYLR7 agonist: -4; mcGAS lum: -4; hcGAS inh: 1

What do the screens show for `CCC(C(=O)N1CCc2c(nc(-c3cccnc3)[nH]c2=O)C1)n1cccn1` (stereo not drawn)?
NPYLR7 agonist: 10; hcGAS inh: -6

How did CCn1ncnc1C1CC(=O)Nc2cc3[nH]ncc3cc21 (stereo not drawn) do in these assays?
NPYLR7 agonist: -4; mcGAS lum: -11; hcGAS inh: -4

Results for COc1ccc(S(=O)(=O)Oc2ccc(CN(CC3CCCO3)C(=O)NC(C)(C)C)cc2)cc1 (stereo not drawn) ?
NPYLR7 agonist: -1; mcGAS lum: -5; hcGAS inh: -1

What do the screens show for `COc1ccccc1C1CN(CCNC(=O)CCc2ccc3c(c2)OCO3)Cc2ccccc2O1` (stereo not drawn)?
NPYLR7 agonist: 1; mcGAS lum: -12; hcGAS inh: -7

How did O=C(NCCCNC(=O)[C@H]1CCCN1C(=O)COCc1ccccc1)c1ccccc1 do in these assays?
NPYLR7 agonist: 0; mcGAS lum: -4; hcGAS inh: 0

Results for COc1ccccc1CN1CC(C(=O)NC2CCOCC2)CCC1=O (stereo not drawn) ?
NPYLR7 agonist: -1; mcGAS lum: -3; hcGAS inh: 4

Results for CC1(O)CCOC2(CCN(C(=O)C3CCCC3)CC2)C1 (stereo not drawn) ?
mcGAS lum: -6; hcGAS inh: -20

What do the screens show for `O=C(CN1CCNCC1)N1CC[C@@H](c2ccc3ccccc3c2)[C@H](O)C1`?
NPYLR7 agonist: 8; mcGAS lum: -17; hcGAS inh: -2

How did COc1ccc(S(=O)(=O)NC(=O)C2(C)CCN2C(=O)CCC2CCCC2)cc1 (stereo not drawn) do in these assays?
NPYLR7 agonist: 2; hcGAS inh: -7

Molecules from the list above containing a COOH group (2):
What do the screens show for `COc1ccc(-n2nc(C#N)c(C)c(C(=O)O)c2=O)cc1`?
NPYLR7 agonist: 3; hcGAS inh: -7

What do the screens show for `C=C(C)C1CC=C(C(=O)O)CC1` (stereo not drawn)?
NPYLR7 agonist: 2; mcGAS lum: -3; hcGAS inh: 6

Continued.
What do the screens show for `COc1ccc(CN(CC(C)C)C(=O)c2cc([N+](=O)[O-])cc([N+](=O)[O-])c2)cc1OS(C)(=O)=O`?
NPYLR7 agonist: -4; mcGAS lum: -5; hcGAS inh: -7

How did O=C(Cc1nc2ccccc2o1)NCc1ccc2nonc2c1 do in these assays?
NPYLR7 agonist: -10; mcGAS lum: 0; hcGAS inh: 2

Results for COCCN(Cc1nc2ccccc2n1C)CC1CCCN(C2Cc3ccccc3C2)C1 (stereo not drawn) ?
NPYLR7 agonist: -3; mcGAS lum: -11; hcGAS inh: -10

Results for Cc1ccsc1CN(Cc1ccccc1)C(=O)CN(C(=O)Nc1cccc(Br)c1)C1CCCCC1 ?
NPYLR7 agonist: -2; mcGAS lum: -6; hcGAS inh: -11

Results for CCOc1ccc(-n2c(O)c(C3=c4ccccc4=NC3=O)sc2=S)cc1 ?
NPYLR7 agonist: -10; mcGAS lum: -2; hcGAS inh: 0

How did Cc1cccnc1C1=NOC(C)C(=O)N1Cc1ccc2c(c1)OCO2 (stereo not drawn) do in these assays?
NPYLR7 agonist: 11; hcGAS inh: -5

What do the screens show for `COC(=O)c1cc2n(n1)CCN(c1ncccn1)C2`?
NPYLR7 agonist: 1; hcGAS inh: -3

What do the screens show for `Cc1cccc(-n2ccc3nc(N4CCCCC4)ncc3c2=O)c1`?
NPYLR7 agonist: 13; hcGAS inh: -4

How did Cc1nc2ccccc2n1CCC(=O)N1CCC2(CCCO2)CC1 do in these assays?
NPYLR7 agonist: 6; mcGAS lum: -11; hcGAS inh: -4

Results for COC(=O)c1cc(Cl)c2c(c1)CC(CNC(=O)c1cccc([N+](=O)[O-])c1)O2 (stereo not drawn) ?
NPYLR7 agonist: 31; mcGAS lum: -7; hcGAS inh: -1

What do the screens show for `O=c1c2c(C3CC3)csc2[nH]c(=S)n1C1CCCCC1`?
NPYLR7 agonist: -2; hcGAS inh: -8

Results for COC(=O)CNC(=O)COC(=O)c1ccc([N+](=O)[O-])o1 ?
NPYLR7 agonist: -12; hcGAS inh: 0

What do the screens show for `Cc1nn(C)c2ncc(C(=O)Nc3cc(C(C)(C)C)nn3-c3ccccc3Cl)c(Cl)c12`?
NPYLR7 agonist: 4; mcGAS lum: -8; hcGAS inh: -6

What do the screens show for `CCOc1nc(-c2ccc(C)cc2)n(-c2ccc(NC(=O)c3ccc(C(C)(C)C)cc3)cc2)n1`?
NPYLR7 agonist: 16; mcGAS lum: -5; hcGAS inh: -7

How did O=S1(=O)CCCC(NCc2cc(Cl)cc(Cl)c2OC(F)F)C1 (stereo not drawn) do in these assays?
NPYLR7 agonist: -11; hcGAS inh: 0

How did O=C(c1ccn[nH]1)N(Cc1cccc(O)c1)CC1CC1 do in these assays?
NPYLR7 agonist: 2; hcGAS inh: -7

How did CC(C)CC(=O)Nc1cccc(CNCc2csc(C(C)C)n2)c1 do in these assays?
NPYLR7 agonist: 6; hcGAS inh: 0

Results for CCCCCn1c(N2CCCC(C)C2)nc2c1c(=O)[nH]c(=O)n2C (stereo not drawn) ?
mcGAS lum: 1; hcGAS inh: 2

Results for COC(=O)C1=C(C)N(C)C(=S)NC1c1ccc(OC)cc1 (stereo not drawn) ?
NPYLR7 agonist: -2; mcGAS lum: -6; hcGAS inh: -6

Results for COC(=O)c1cc2n(n1)CCN(C(=O)c1cc(CC(C)C)nn1C)C2 ?
NPYLR7 agonist: -6; mcGAS lum: -19; hcGAS inh: -5

How did COc1ccc(-c2cc(C(=O)N3CCC4(CC3)OCCO4)c(C)n2-c2ccc(F)cc2F)cc1 do in these assays?
NPYLR7 agonist: -21; mcGAS lum: 1; hcGAS inh: 0

What do the screens show for `Nc1ccc(Oc2ccnc3cc(Cl)ccc23)c(F)c1`?
NPYLR7 agonist: 3; mcGAS lum: -12; hcGAS inh: -7

Results for CC(C)CCN1CCNC(=O)C1CC(=O)N1CCN(c2cnccn2)CC1 (stereo not drawn) ?
NPYLR7 agonist: 1&4; mcGAS lum: -1; hcGAS inh: -5&3

Results for CCNC(=O)C1(C)CCCN(Cc2cc(-c3ccccc3)n(C)n2)C1 (stereo not drawn) ?
NPYLR7 agonist: 4; hcGAS inh: -16

What do the screens show for `Cc1cc(C)c(Cn2ccnc2CN(Cc2cccnc2)C(=O)C2CC2)c(C)c1`?
NPYLR7 agonist: 8; mcGAS lum: -5; hcGAS inh: -5
